High-throughput results as filed in PubChem.
PhoP GFP inhibition – PhoP regulon inhibitors, Salmonella typhi PhoP promoter GFP reporter, confirmatory (AID 1850) | Salmonella Typhi PhoP-promoter GFP reporter, fluorescence, 4 h; higher % means a stronger effect | one-dose inhibition, % at 50 µM; IC50 in µM for titrated hits | 0.33% of 310,000 active; in the data active = a potency from the dose series; inconclusive = inhibition mostly from about 25% at the one dose, without a potency; inactive = the rest, 99 in 100 with inhibition below about 19%;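 also: 0% = induced wells with vehicle and 100% = uninduced wells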
influenza NS1A – H1N1 influenza NS1A inhibitors, functional cell based assay (AID 504329); NS1A functional cell-based assay, percent inhibition; higher % means a stronger effect; inhibition, % at 12.5 µM, or IC50 in µM where a hit was titrated; 0.3% of 340,000 active; in the data active = a potency from the dose series; inconclusive = inhibition above about 27% without an active follow-up result; also: strong numbers were not always called active
tuberculosis growth – growth inhibition of non-replicating M. tuberculosis (AID 488890); Mycobacterium tuberculosis non-replicating, growth inhibition; higher % means a stronger effect; 0.39% of 320,000 active; inhibition, % at 25 µM; hits with a dose series show IC50 in µM; in the data active = a potency from the dose series; inconclusive = inhibition mostly from about 82% at the one dose, without a potency; inactive = the rest, 99 in 100 with inhibition below about 76%;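 also: plate controls were DMSO cells for no effect and high antibiotic wells for full effect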
M. tuberculosis HTS – M. tuberculosis growth inhibition, HTS (AID 449762); M. tuberculosis H37Rv growth inhibition, 7H9 media; higher % means a stronger effect; inhibition, % at 25 µM; hits with a dose series show IC50 in µM; 0.59% of 330,000 active; in the data active = a potency from the dose series; inconclusive = inhibition above about 70% without an active follow-up result;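 also: bacterial growth assessed after seven days of incubation; strong numbers were not always called active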
inhibitors of VEEV – inhibitors of VEEV TC-83 cytopathic effect, confirmation, Vero cells (AID 588727); 0.13% of 350,000 active; Vero cells, VEEV TC-83 cytopathic effect inhibition; higher % means a stronger effect; inhibition, % at 20 µM, or IC50 in µM where a hit was titrated; in the data active = a potency from the dose series; inconclusive = inhibition mostly from about 14% at the one dose, without a potency; inactive = the rest, 99 in 100 with inhibition below about 12%; also: strong numbers were not always called active
inhibitors of VEEV 10K pilot screen – second read-out of inhibitors of VEEV, no call of its own (marks repeat the call); inhibition, %; measured here: 10K pilot screen inhibition
An asterisk follows results filed as active; i = inactive; ? = inconclusive; . = no result given. Compounds as they come. Share with any hit: about 1.5%.

SMILES	PhoP GFP inhibition	influenza NS1A	tuberculosis growth	M. tuberculosis HTS	inhibitors of VEEV	others
COc1ccc(CNC(=S)Nc2ccccc2)cc1	-3.5%	-1.5%	?	5.6%	1.0%
CCOc1ccc(Nc2nc(Cc3nnc(SCC(=O)NC4CCCCC4)n3C)cs2)cc1	-1.1%	-0.1%	56.2%	0.7%	0.8%
COC(=O)c1c([N+](=O)[O-])c(OC)c(OC)c(OC)c1[N+](=O)[O-]	9.0%	15.5%	40.0%	6.2%	0.7%
CC(=O)Nc1ccc(SCC(=O)Nc2cc(C)on2)cc1	15.1%	-2.4%	18.4%	-6.2%	2.6%
CN(C)C1=NCCN1CCCCc1ccccc1	-0.7%	12.6%	2.4%	4.3%	0.8%	inhibitors of VEEV 10K pilot screen=0.6
Cc1ccc(OCC(=O)N(c2ccccn2)C2CCCCC2)c(C)c1	-7.4%	-6.3%	7.5%	10.5%	i
CC1CCc2cc(F)ccc2N1C(=O)CCl (configuration not stated)	.	-4.7%	.	.	?
O=C(COC(=O)Cc1ccccc1F)Nc1ccc(F)cc1F	-18.4%	-2.3%	?	9.8%	1.0%
CCN(CC)c1ccc(-c2nc3cnccc3n2C)cc1	7.7%	3.1%	72.9%	4.4%	3.5%
Cc1nc(SCc2nc3ccccc3[nH]2)c2oc3cc([N+](=O)[O-])ccc3c2n1	.	-1.8%	4.6%	1.8%	0.7%
O=C(COc1ccccc1)Nc1cccc(-c2nc3cc4ccccc4cc3[nH]2)c1	-5.8%	0.5%	24.0%	62.6%	i
Cc1ccc(NC(=O)c2ccc(F)cc2)nc1	-13.7%	-4.7%	1.1%	-2.1%	0.1%
Cc1ccc(P(=S)(c2ccc(C)o2)N2CCOCC2)o1	3.5%	-28.0%	4.0%	-6.4%	3.2%
COCCNC(=O)C(c1ccc(F)cc1)N(C(=O)CCC(=O)Nc1ccccn1)c1ccc(C)cc1 (configuration not stated)	1.7%	-0.3%	-0.1%	-0.8%	1.2%
NC(=O)NN=C(C1CC1)C1CC1	.	-24.8%	.	.	2.6%
CC(C)Cc1nnc(NC(=O)C2CCCC2)s1	-1.7%	-28.6%	16.3%	0.9%	0.1%
COc1ccc(C(C)=NNC(=O)c2cccc(S(=O)(=O)N3CCCC3)c2)cc1	.	2.0%	6.2%	-5.8%	1.6%
Cc1cc(C)n(Cc2ccc(C(=O)O)o2)n1	7.0%	7.7%	7.4%	-2.2%	2.5%
CCCS(=O)(=O)c1c(S(=O)(=O)CCC)c2ccc(C(N)=O)cn2c1C(=O)c1ccccc1	9.6%	-16.6%	19.4%	-2.0%	i
C=CCc1c(C)nc(SC(C)C)[nH]c1=O	-5.6%	3.7%	6.6%	-2.5%	2.7%
COc1ccc(CNS(=O)(=O)c2csc(C(N)=O)c2)cc1OC	-18.3%	12.9%	7.9%	6.6%	i
Cc1ccc(S(=O)(=O)N(C)C)cc1NC(=O)COC(=O)CCNS(=O)(=O)c1ccccc1	.	-5.4%	.	.	4.1%
CN1CCN(CCC(=O)OC2CC3CCC(C2)N3C)CC1 (configuration not stated)	-3.1%	-8.8%	-22.2%	-5.8%	0.7%
O=C(CCc1nc(-c2ccccc2F)no1)NCCN1CCOCC1	1.3%	5.2%	-1.2%	-1.0%	1.2%
Oc1ccc(Nc2nc3ccccc3nc2Nc2ccc(O)cc2)cc1	2.2%	7.8%	?	17.1%	10.3%
Cc1ccc(C2CC(=O)C(C=NCCN3CCN(C(=S)Nc4ccc(F)cc4)CC3)=C(O)C2)cc1 (configuration not stated)	17.1%	-6.4%	15.8%	3.6%	2.9%
O=C(CSc1ncccn1)N1CCN(Cc2ccccc2)CC1	22.6%	0.4%	6.3%	-16.4%	1.3%
O=C(O)C1CCN(C(=O)CSc2nc3ccccc3c(=O)n2-c2ccc(Cl)cc2)CC1	2.6%	-5.6%	-1.2%	6.5%	i
FC(F)(F)c1ccc(CSc2nccn2-c2ccccc2)cc1	16.5%	4.9%	57.8%	11.6%	4.8%
COC(=O)c1ccccc1NC(=O)CSc1nnc(C(CO)NC(=O)c2ccccc2Cl)n1C (configuration not stated)	-4.5%	8.0%	11.2%	-13.9%	0.1%
O=C(OCC(=O)N(C1CCCCC1)C1CCCCC1)c1ccccc1O	1.0%	-3.9%	9.3%	1.8%	i
N=c1n(CC(=O)c2ccc([N+](=O)[O-])cc2)c2ccccc2n1Cc1ccccc1	1.4%	-1.7%	-7.3%	-0.4%	12.8%
CCc1cc(=O)oc2cc3oc(C)c(C)c3cc12	-0.8%	0.2%	10.8%	3.5%	2.3%
CCC1(c2ccc(F)cc2)NC(=O)N(CC(=O)Nc2ccc3c(c2)OCCO3)C1=O (configuration not stated)	.	1.2%	2.6%	7.7%	9.5%
CCOc1ccccc1C(=O)NCCCCNC(=O)c1ccccc1OCC	6.4%	-1.8%	27.8%	-1.9%	6.8%
C=CCn1c(=O)c(C(=O)Nc2ccccc2C)c(O)c2ccccc21	.	-19.4%	.	.	1.7%
O=C(Nc1ccc(Cl)c(Cl)c1)N(CCCN1CCOCC1)Cc1cccnc1	-8.4%	-8.5%	5.4%	-8.1%	0.3%
Clc1ccc(CON/C=N/c2ncnc3sccc23)c(Cl)c1	-16.6%	-16.4%	4.0%	-10.1%	4.3%
CN(C)c1ccc(S(=O)(=O)N(C)C)cc1NC(=O)Cc1cccc2ccccc12	5.5%	10.7%	11.4%	-3.5%	4.8%
Cc1cc(/C=C/C(=O)O)c(C)n1-c1ccc(Cl)cc1	-7.7%	-13.5%	62.1%	93.3%	1.7%

For reference, 2 of the compounds above:
SMILES	PhoP GFP inhibition	influenza NS1A	tuberculosis growth	M. tuberculosis HTS	inhibitors of VEEV	others
CN(C)c1ccc(S(=O)(=O)N(C)C)cc1NC(=O)Cc1cccc2ccccc12	5.5%	10.7%	11.4%	-3.5%	4.8%
Cc1cc(/C=C/C(=O)O)c(C)n1-c1ccc(Cl)cc1	-7.7%	-13.5%	62.1%	93.3%	1.7%

Continuation.
SMILES	PhoP GFP inhibition	influenza NS1A	tuberculosis growth	M. tuberculosis HTS	inhibitors of VEEV	others
Oc1ccc2ccccc2c1C=Nc1ccccc1Br	-4.3%	-1.2%	29.1%	5.8%	i
CC1CCN(C(=O)c2ccc(S(=O)(=O)N3CCOCC3)cc2)CC1	-1.1%	-63.2%	-7.0%	7.2%	1.0%
Cc1cc(N/N=C/c2ccc(O)cc2)c2cccc(C)c2n1	39.9µM*	2.1%	?	?	i
COc1cccc(NC(=O)CN(C)C(=O)c2cc(S(=O)(=O)NCc3ccccc3)ccc2C)c1	-13.4%	-1.9%	31.5%	-7.7%	6.3%
COC(=O)c1c(NC(=O)CN2CCN(Cc3ccc4c(c3)OCO4)CC2)sc(C)c1C	11.0%	0.8%	72.3%	?	i
CC(=O)C(=Nc1cccc(Cl)c1)NNc1ccccc1C	3.2%	5.8%	54.5%	-1.7%	i
Cc1cc(NC(=O)C(C)C)ncc1NC(=O)Cc1ccccc1	-2.9%	-2.9%	3.5%	-6.1%	4.8%
COCCNC(=O)CN(c1cc(Cl)ccc1OC)S(=O)(=O)c1ccc(C)c([N+](=O)[O-])c1	0.1%	0.7%	5.0%	5.0%	0.6%
CS(=O)(=O)NCc1ccc(C(=O)NCc2ccccc2)cc1	-6.8%	-10.0%	2.9%	8.9%	0.8%
COC(=O)CN1CCN(C(=O)c2ccc(F)cc2)c2ccccc2C1	-1.4%	10.9%	10.9%	6.2%	0.1%
CCOC(=O)c1c(NC(=O)COc2ncnc3ccccc23)sc(C(C)=O)c1C	-0.7%	-5.0%	-4.0%	-8.9%	0.7%
Cn1ccnc1C(O)c1ccco1 (configuration not stated)	-5.8%	2.6%	0.1%	-1.0%	1.2%
O=C(NC(=O)N1CCCCC1)c1ccc(Cl)cc1	-7.0%	-10.1%	-3.2%	-8.4%	1.4%
CCOC(=O)CC(=O)CSc1ncc(C(=O)OCC)c(N)n1	1.8%	0.7%	-11.6%	-1.3%	0.6%
COc1ccc(C2c3[nH]c4ccccc4c3C[C@H]3C(=O)N(CCCO)CC(=O)N23)c(OC)c1 (some centres not stated)	-5.1%	-15.3%	-11.0%	-0.8%	1.0%
O=C(COc1ccc(Cl)cc1)NNC(=O)c1ccc(=O)[nH]c1	.	7.7%	32.7%	7.4%	1.8%
Cc1ccc2nc(SC(C)C(=O)N3CCCCC3)[nH]c2c1 (configuration not stated)	6.9%	7.2%	8.4%	0.1%	1.5%
Cc1nn(C)c(C)c1S(=O)(=O)N(CC(=O)NCCCN1CC(C)CC(C)C1)c1ccc(C(C)C)cc1 (configuration not stated)	7.0%	10.4%	-2.5%	-1.0%	i
CC(OC(=O)Cc1ccc(Cl)cc1)C(=O)NC1CCCCC1C (configuration not stated)	.	-6.0%	.	.	1.2%
O=[N+]([O-])c1ccc(CNc2ccc(F)cc2)s1	9.1%	-8.7%	74.8%	52.0%	i
COc1ccccc1-c1nnc(NC(=O)c2ccc3ncsc3c2)o1	-9.0%	0.8%	i	?	2.8%
COc1ccccc1NC(=O)COc1cc(Br)c(CNCCCN2CCOCC2)cc1OC	10.1%	17.9%	8.0%	3.1%	0.7%
CCN(CC(=O)NCc1cccs1)C(=O)/C=C/c1ccc(C)cc1	.	1.7%	-2.7%	-15.0%	0.4%
CC[N+](CC)(CC)CCOc1ccc(/C=C/c2ccccc2)cc1	4.1%	-1.2%	34.9%	16.8%	1.0%
C=CCn1c(O)c(C(C)=NCCc2c[nH]c3ccccc23)c(=O)[nH]c1=O	4.9%	-18.6%	-9.1%	-18.6%	1.4%
O=C(Nc1ccccc1)C(O)C(O)C(=O)Nc1ccccc1 (configuration not stated)	9.4%	-17.8%	46.5%	-2.0%	0.2%
CCCOc1ccccc1NC(=O)c1c(-c2ccccc2)noc1C	12.8%	-7.7%	18.0%	12.2%	2.5%
O=C(Nc1cc(C(F)(F)F)ccc1Cl)C(Sc1ccccn1)c1ccccc1 (configuration not stated)	-26.1%	-13.2%	7.6%	10.6%	2.1%
Cc1c(C(=O)Nc2ccc(F)cc2)nnn1-c1cccc(C(F)(F)F)c1	0.7%	-3.4%	19.9%	8.0%	1.7%
CCCCCc1ccc(-c2ccc(OC)cc2)nc1	1.7%	6.9%	57.5%	61.2%	0.1%	inhibitors of VEEV 10K pilot screen=1.4
Cc1nc2nc(SCc3nc4ccccc4[nH]3)[nH]c2cc1Br	-1.6%	.	56.8%	16.9%	1.2%
O=C(OCc1ccc([N+](=O)[O-])cc1)C1CC(=O)N(Cc2ccccc2Cl)C1 (configuration not stated)	-3.7%	-2.3%	42.3%	10.3%	0.2%
CCOc1ccc(-c2cc(C(=O)N3CCC4(CC3)OCCO4)c3ccccc3n2)cc1	.	-4.3%	.	.	0.6%
Cc1ccc(CNC(=O)c2ccc(COc3ccccc3)cc2)cc1	-6.1%	-1.1%	68.2%	10.1%	3.0%
COc1ccccc1NC(=O)CN1CCN(C2c3ccccc3-c3ccccc32)CC1	5.8%	-1.4%	72.1%	?	9.6%
COc1ccc(Cl)cc1NC(=O)Nc1ccc(Br)cn1	-3.6%	4.7%	1.9%	5.2%	0.1%
FC(F)(F)c1cc(-c2ccco2)nc(NCc2ccc(Cl)cc2)n1	2.7%	1.8%	6.6%	-2.8%	3.5%
Cc1cc(N2CCN(Cc3cn(C)nc3-c3cccc(Cl)c3)CC2)cc(C)n1	-7.7%	3.4%	19.6%	-7.5%	8.0%
Cc1cccc(OC(C)C(=O)N2CCCc3ccccc32)c1 (configuration not stated)	-5.9%	-1.9%	6.8%	-2.6%	i
Cc1cc(NC(=O)CCC(=O)N(CC(=O)NCC2CCCO2)c2cccc(C)c2C)no1 (configuration not stated)	6.0%	1.6%	-11.3%	-8.3%	i
CCOc1ccccc1NC(=S)NC1CCCCC1	-4.6%	1.0%	?	-19.5%	i
CCOc1ccccc1NC(=O)COc1ccc2c(c1)OCO2	9.3%	-7.9%	66.6%	2.7%	0.9%

Compounds listed so far that have a CF3 group, in the order listed:
SMILES	PhoP GFP inhibition	influenza NS1A	tuberculosis growth	M. tuberculosis HTS	inhibitors of VEEV	others
FC(F)(F)c1ccc(CSc2nccn2-c2ccccc2)cc1	16.5%	4.9%	57.8%	11.6%	4.8%
O=C(Nc1cc(C(F)(F)F)ccc1Cl)C(Sc1ccccn1)c1ccccc1 (configuration not stated)	-26.1%	-13.2%	7.6%	10.6%	2.1%
Cc1c(C(=O)Nc2ccc(F)cc2)nnn1-c1cccc(C(F)(F)F)c1	0.7%	-3.4%	19.9%	8.0%	1.7%
FC(F)(F)c1cc(-c2ccco2)nc(NCc2ccc(Cl)cc2)n1	2.7%	1.8%	6.6%	-2.8%	3.5%
